Compound activity (PubChem)
MEKK3 PB1 HTS: modulators (inhibitors or enhancers) of MEK5 binding to human MEKK3 PB1 domain. Q99759. bead-based flow cytometry, Alexa488-MEK5 binding to MEKK3; actives lie on both sides; 0 = blocked by unlabeled MEK5, 100 = vehicle. binding response (% of control), % at 10 µM. 1.4% of 290,000 active. AID 1529;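 active = binding response more than 3 SD above or below the average of its plate-row segment, actives on both sides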;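 also: Alexa488 bead fluorescence after subtracting the streptavidin-only scavenger bead signal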
Target sequence (Q99759 whole entry, looked up, the tested form may be a part): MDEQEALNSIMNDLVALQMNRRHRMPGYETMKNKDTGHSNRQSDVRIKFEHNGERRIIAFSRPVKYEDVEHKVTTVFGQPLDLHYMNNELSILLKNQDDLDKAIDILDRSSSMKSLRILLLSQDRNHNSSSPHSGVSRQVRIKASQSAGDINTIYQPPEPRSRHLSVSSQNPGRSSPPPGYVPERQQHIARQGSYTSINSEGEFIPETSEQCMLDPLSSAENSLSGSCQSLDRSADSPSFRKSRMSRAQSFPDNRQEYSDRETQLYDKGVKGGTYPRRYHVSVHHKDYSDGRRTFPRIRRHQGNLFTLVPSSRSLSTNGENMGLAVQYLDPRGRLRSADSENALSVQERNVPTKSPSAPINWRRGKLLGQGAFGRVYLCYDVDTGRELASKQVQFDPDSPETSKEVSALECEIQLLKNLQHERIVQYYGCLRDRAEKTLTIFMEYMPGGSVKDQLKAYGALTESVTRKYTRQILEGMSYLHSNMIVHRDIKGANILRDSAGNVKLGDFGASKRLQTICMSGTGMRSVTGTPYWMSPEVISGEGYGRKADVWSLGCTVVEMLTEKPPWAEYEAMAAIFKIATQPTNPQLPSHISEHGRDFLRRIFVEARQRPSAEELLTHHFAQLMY
MEKK2 WT-MEK5: raises or lowers MEK5 binding to wildtype human MEKK2 PB1 domain. Q9Y2U5. bead flow cytometry, Alexa488-MEK5 binding to MEKK2 WT; actives lie on both sides. binding response (% of control), % at 10 µM. 1.1% of 290,000 active; in the data active = binding response below about 67% or above about 130%
HCV NS3 hel inh: inhibitors of Hepatitis C virus NS3 helicase; AID 1800; inhibition, % at 10.9 µM; NS3 helicase DNA unwinding, Cy5 molecular beacon fluorescence; 0.56% of 290,000 active;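 active = inhibition above the mean of all tested compounds plus 3 SD, set per campaign, cut at about 35% in these data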;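 also: 0% = DMSO wells and 100% = thioflavine S control wells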
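Compound dosing – single dose, 10.9 µM nominal final, DMSO 0.8% final · System – NS3 helicase fragment of HCV · Buffer or medium – MOPS pH 6.5, MgCl2, DTT, Tween20, BSA · Signal – Cy5 beacon fluorescence read at start and 1 h · Also added – annealed dual-labelled DNA beacon duplex, ATP-started · Schedule – 1 h at 25 °C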
FID counter: counter-screen for HCV NS3 helicase inhibitors: DNA intercalator displacement; DNA fluorescent intercalator displacement, fluorescence; inhibition, % at 7.9 µM; 0.17% of 290,000 active; AID 1845; in the data active = inhibition above about 37%;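 also: 0% = vehicle and 100% = reference compound; higher means more ethidium bromide displaced from hairpin DNA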
UBC9 SUMO inh: blocks human SUMOylation mediated by UBC9 | HTRF SUMOylation assay, SAE1/SAE2 + UBC9, in vitro | P63279 | 0.36% of 290,000 active | inhibition, % at 35 µM; in the data active = inhibition above about 50%, passing the limit was not always enough; also: strong numbers were not always called active
CRFR2-BP ag: CRF-BP/CRF-R2 complex agonism | HEK293 CRF-R2/CRF-BP, calcium dye fluorescence (FLIPR); percent of saturating CRF peptide response | AID 588473 | 0.46% of 350,000 active | activation, % at 13.2 µM;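 active = activation of at least 50%, plus an integration ratio under a set limit after plate pattern correction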;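 also: plate controls were neutral control wells without compound for no effect and CRF at EC100 for full effect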
GalR3 antagonist: blocks the human galanin receptor 3; O60755; HEK293 GalR3-CNG cAMP membrane potential fluorescence; galR3 body fused to GalR1 C-terminus; inhibition, % at 3 µM; 0.44% of 360,000 active;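 active = inhibition above the screen-wide average plus 3 SD, cut at about 13% in these data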;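 also: forskolin and galanin both at EC90 stimulate the cells; cAMP rise reported by CNG channel membrane potential dye signal; 0% = forskolin plus galanin with DMSO and 100% = forskolin alone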
Target sequence (O60755 1-299 limits assumed): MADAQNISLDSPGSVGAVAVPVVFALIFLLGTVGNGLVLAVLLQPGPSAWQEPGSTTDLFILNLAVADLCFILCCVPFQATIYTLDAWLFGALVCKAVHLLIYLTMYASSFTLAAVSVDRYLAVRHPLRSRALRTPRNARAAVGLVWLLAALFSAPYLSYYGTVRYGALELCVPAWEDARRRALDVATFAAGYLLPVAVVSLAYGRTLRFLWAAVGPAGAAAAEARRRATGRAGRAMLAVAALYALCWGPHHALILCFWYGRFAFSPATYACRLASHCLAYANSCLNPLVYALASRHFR
CRFR2-BP antag: antagonists of CRF-binding protein/CRF-R2 receptor complex; HEK293 CRF-R2/CRF-BP, CRF-induced calcium fluorescence; inhibition, % at 11.8 µM; 0.59% of 350,000 active; AID 588475;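 active = inhibition of the ligand-induced calcium signal above about 50% at the single tested concentration, limit read from the data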
MEKK2mut PB1 HTS: signal of MEK5 binding to mutant human MEKK2 PB1 domain. bead flow cytometry, Alexa488-MEK5 binding to MEKK2 mutant. percent response, % at 10 µM. 0.35% of 290,000 active. AID 1530; in the data active = percent response above about 24%, passing the limit was not always enough; also: inactives centre near 1; some results filed as inactive read as strong as hits
* hit, by the source's call; . = not tested or not shown. An excerpt; rates above refer to the full screens.

SMILES | MEKK3 PB1 HTS | MEKK2 WT-MEK5 | HCV NS3 hel inh | FID counter | UBC9 SUMO inh | CRFR2-BP ag | GalR3 antagonist | CRFR2-BP antag | MEKK2mut PB1 HTS
CCC(=O)c1ccc(N2CCCC2)c(F)c1 | 97 | 100 | 0 | -3 | 4 | -1.6 | -4 | 4 | 3
O=Cc1ccc(N2N=C(c3ccccc3)CC2c2ccccc2)cc1 (stereo not drawn) | 97 | 83 | 15 | -8 | 10 | 4.3 | -10 | 11 | -5
Cc1[nH]c2ccc(-c3nnc(SCC(=O)N4CCCc5ccccc54)o3)cc2c1C | 106 | 100 | 2 | -10 | 6 | -1.8 | -4 | 10 | 0
COc1ccc(NC(=O)CN(C)S(=O)(=O)c2cccc3nsnc23)cc1OC | 93 | 97 | -8 | -2 | 2 | -2.1 | 4 | 10 | -2
CC(CN1CCCCC1)OC(=O)COc1ccc(Cl)cc1 (stereo not drawn) | 98 | 101 | 2 | -9 | -7 | 0.1 | 2 | 7 | 0
COc1ccc(-c2nc3ncccn3c2Nc2ccc3c(c2)OCCO3)cc1 | . | . | -2 | 3 | 6 | 1.4 | -3 | 9 | .
c1ccc2nc3c(nc2c1)CCCC3 | 103 | 106 | -4 | 1 | 19 | -1.0 | -9 | 4 | 7
Cc1c(NS(=O)(=O)c2cc(Br)cc3c2N(C(=O)C2CC2)CC3)c(=O)n(-c2ccccc2)n1C | 102 | 92 | 7 | -9 | -4 | -3.6 | . | -15 | -3
CCN(Cc1cc(=O)n2ccsc2n1)c1cccc2ccccc12 | 100 | 109 | -6 | -22 | 76 | 4.3 | -1 | -25 | 16
CN(C)C(=O)c1cn(-c2ccccc2)nc1-c1cccc([N+](=O)[O-])c1 | 107 | 100 | -15 | -7 | -11 | 1.4 | 2 | -6 | 4
Cc1nc(NC(=O)c2csc3ccccc23)sc1C | 100 | 115 | -27 | 11 | -4 | 0.5 | -8 | -33 | -2
O=C(Nc1ccc(Cl)cc1)C1CC(=O)n2c(nc3ccccc32)N1 (stereo not drawn) | 103 | 97 | 13 | -1 | 31 | 7.6 | . | -24 | -2
O=C(CN1CCC(c2nc3ccccc3[nH]2)CC1)Nc1ccc2c(c1)OCO2 | 95 | 97 | -4 | 9 | 14 | 0.1 | -7 | -7 | 0
O=C(Cc1ccccc1)N/N=C/c1cccs1 | 96 | 96 | 3 | 1 | 13 | -1.2 | -3 | 0 | 3
O=C1CCCN1CCCNc1ncnc2c1[nH]c1ccc(Cl)cc12 | 108 | 114 | -17 | 1 | 4 | -1.1 | -4 | 40 | 11
Cc1cc(OC(C)C(=O)NC(Cc2c[nH]c3ccc(O)cc23)C(=O)O)c2c(C)c(C)c(=O)oc2c1 (stereo not drawn) | 102 | 102 | 22 | -29 | -4 | -1.4 | -1 | -9 | 2
CCC(CC)c1nnc(NC(=O)c2c(-c3ccccc3)noc2C)s1 | 114 | 119 | -1 | -30 | 15 | 0.6 | -2 | -16 | 8
O=C(COc1ccccc1)NCc1nnc2c3ccccc3c(-c3ccccc3)nn12 | 149* | 108 | -11 | -32 | 5 | -1.5 | -7 | 7 | 0
COc1ccc(N(CC(=O)NC2CCCCC2)C(=O)CCC(=O)Nc2nc(C)cs2)cc1 | 105 | 101 | -8 | -42 | 17 | 6.8 | -1 | -20 | -1
CCOC(=O)c1sc(=S)n(-c2ccc(C)cc2)c1SC | 102 | 96 | -4 | -4 | 9 | 3.8 | -2 | 34 | 3
NC(=O)c1cc(S(=O)(=O)Nc2ccccc2)cs1 | 110 | 109 | -5 | 0 | -7 | -0.5 | -9 | -7 | 12
COc1cccc(-n2nnnc2S(C)(=O)=O)c1 | 97 | 91 | -3 | 0 | 13 | -1.7 | . | 4 | -5
CCn1c(SCC(=O)Nc2cc(C)on2)nnc1-c1ccc(S(=O)(=O)N2CCN(C)CC2)cc1 | 99 | 98 | -7 | 0 | 30 | -0.1 | -2 | 14 | 1
CC(C)(C)OC(=O)N[C@H](Cc1ccccc1)C(=O)N1CCC[C@@H]1C(=O)O | 100 | 99 | -8 | -5 | 8 | -1.9 | -8 | 1 | -2
CCN(/C=N/S(=O)(=O)c1ccc(Cl)cc1)CC | 96 | 101 | -7 | -2 | 2 | 0.3 | -1 | -6 | 5
COCC(N)(c1ccccc1)c1nc2ccccc2n1C (stereo not drawn) | 102 | 96 | 3 | -8 | -7 | 0.7 | -3 | 6 | -2
CCOC(=O)c1c(C2CC2)csc1NC(=O)COC(=O)c1ccc[n+]([O-])c1 | 126 | 104 | 4 | -14 | -6 | 0.7 | 3 | -16 | -1
CCOC(Cn1c(SCC(=O)Nc2cc(C)on2)nc2ccccc2c1=O)OCC | 100 | 98 | 9 | -34 | 20 | 0.6 | -7 | -8 | 2
CCCCNC(=S)Nc1ccccc1F | 111 | 108 | 10 | -5 | 16 | -1.6 | -2 | 19 | 25*
Cc1nnc(SCc2ccc(Cl)cc2)n1CC1CCCO1 (stereo not drawn) | 96 | 94 | 6 | -14 | -20 | 4.1 | -4 | -27 | -10
CC(=O)N1CCC(C(=O)NC2CCCc3c2cnn3-c2cc(F)cc(F)c2)CC1 (stereo not drawn) | 103 | 108 | 2 | -18 | 13 | -0.4 | -2 | -17 | 10
CN(C)S(=O)(=O)c1cccc(NC(=O)CSc2nc3c(cc2C#N)C(=O)CC(C)(C)C3)c1 | 93 | 90 | 10 | -7 | 12 | -5.5 | 0 | -5 | -1
Cc1nc2ccccc2c(=O)n1NC(=O)C1CCC(C(C)(C)C)CC1 (stereo not drawn) | 98 | 100 | 2 | 1 | -5 | 1.8 | -1 | -22 | -2
CC1C(=O)Nc2ccccc2N1C(=O)c1ccc(Cl)c(Cl)c1 (stereo not drawn) | 100 | 103 | 3 | -18 | -10 | -1.3 | -7 | 11 | 1
O=C(COc1ccc2ccc(=O)oc2c1)Nc1cccnc1 | 105 | 97 | 7 | -7 | 11 | -1.0 | 2 | -10 | 0
CCOC(=O)c1sc2nc(N3CCOCC3)c3c(c2c1N)CCC3 | 102 | 96 | -10 | 3 | 12 | -2.8 | -1 | 3 | -2
COCC(C)NC(=O)c1cc(-c2ccc(O)cc2)on1 (stereo not drawn) | 101 | 105 | 2 | -11 | -3 | 2.1 | . | -3 | 4
Cc1ccc(S(=O)(=O)N(C)Cc2ccc(-c3nnc4n3CCC4)cc2)cc1 | 102 | 100 | -2 | -29 | 9 | -0.9 | -3 | 16 | 4
Cc1nn(-c2ccccc2)c(Cl)c1/C=N/Nc1nc2ccccc2[nH]1 | 99 | 103 | 5 | -5 | -11 | -1.1 | -8 | 23 | 3
CCOc1c(C)cnc2c1c(=O)n(Cc1ccccc1Cl)c(=O)n2C | 99 | 97 | -11 | -33 | 4 | 0.8 | 1 | 16 | -3
COc1cc(N)ccc1NC(=O)c1cccs1 | 97 | 99 | -18 | 0 | -2 | 2.0 | -3 | -16 | 1
Cc1ccc(/C=[N+](/[O-])C2SC(=S)N(C)C2(C)C)cc1 (stereo not drawn) | 101 | 103 | -4 | -1 | 20 | 6.3 | 2 | 13 | 5
CCN(CC)S(=O)(=O)c1cccc(C(=O)NNC(=O)C2=NN(c3ccccc3)C(=O)CC2)c1 | 100 | 98 | 7 | -18 | -15 | -1.9 | -2 | -9 | 1
CCCOC(=O)c1ccc(NC(=O)c2cc(=O)[nH]c3ccccc23)cc1 | 99 | 98 | 0 | -15 | -3 | 1.1 | -5 | -18 | 0
COc1ccc(S(=O)(=O)N(CC(=O)NCCC(C)C)c2ccccc2)cc1OC | 104 | 105 | -23 | 0 | 21 | -0.7 | -5 | 1 | 8
COc1ccc2cc(C(=O)N3CCc4ccccc43)[nH]c2c1 | 109 | 102 | 28 | -20 | 20 | -0.2 | -12 | -3 | 9
O=C(NCc1ccco1)C1CC(c2c(Cl)cccc2Cl)=NO1 (stereo not drawn) | 98 | 98 | 20 | -20 | -6 | -2.0 | 4 | 8 | 3
CCOc1cc(C(=O)Nc2ccc(N3CCN(S(C)(=O)=O)CC3)cc2)cc(OCC)c1OCC | 102 | 103 | 39* | -12 | 5 | -0.9 | 2 | 6 | 1
CC(=O)c1cccc(NS(=O)(=O)c2cc3c(cc2C)N(C(C)=O)CCO3)c1 | 103 | 103 | -1 | -17 | 8 | -1.2 | -8 | -3 | 4
COc1ccc(CN2CCN(C(=O)c3ccco3)CC2)cc1 | 96 | 98 | 13 | -6 | 6 | 3.9 | -1 | 18 | 0
CCOc1ccc(NC(=O)Nc2nc3ccc(S(C)(=O)=O)cc3s2)cc1 | 97 | 96 | 1 | -13 | 11 | -1.2 | 1 | 2 | -5
COc1ccc(C(=O)Nc2cc(OC)c(NC(=O)c3ccco3)cc2OC)cc1 | 91 | 93 | -3 | -12 | 7 | 0.8 | 3 | -24 | -1
COc1ccc(O)c(/C=N/Nc2nc3ccccc3[nH]2)c1 | 91 | 96 | -2 | 14 | 9 | -0.6 | -1 | -4 | -3
O=C(Nc1nc(-c2ccc(Cl)cc2Cl)cs1)C1CCCO1 (stereo not drawn) | 106 | 106 | -5 | -10 | -16 | -1.1 | 4 | -10 | -2
O=C(CNc1cccc2ccccc12)N/N=C/c1ccc[nH]1 | 120 | 112 | 6 | -4 | 0 | -4.9 | -8 | -11 | 20
O=C1CC[C@@H](CN(Cc2ccccn2)Cc2nc(Cc3cccc(C(F)(F)F)c3)no2)N1 | 63 | 71 | 12 | -32 | -15 | -0.8 | -4 | -3 | -18
C=CCn1c(O)c(N=O)c2cc(C)ccc21 | 94 | 99 | 12 | -4 | 11 | -0.1 | 0 | -5 | -11
Cn1c(SCC(=O)N/N=C/C=C\c2ccccc2[N+](=O)[O-])nc2ccccc21 | 92 | 95 | 14 | -8 | 3 | -0.1 | -2 | 9 | -2
CCOC(=O)c1cc(=O)n(Cc2ccccc2C)c2ccccc12 | 100 | 97 | 0 | -26 | 2 | -2.1 | -5 | 12 | -3
C=CCOC(=O)C1=C[C@@H](c2coc3ccccc3c2=O)C[C@@H](OCCCCO)O1 | 101 | 97 | . | . | . | -1.3 | -4 | -6 | -1
Cc1nc(/C=[N+](\[O-])C(C)(C)/C=N/O)n(O)c1C | 104 | 102 | 4 | 0 | 28 | 0.0 | 1 | 1 | 7
